BRCA1 expr up: BRCA1 expression activation | MCF7-BRCA1-FFLuc reporter, luminescence, 48 h; response scale: scaled: vehicle 0%, 10 µM genistein 100% | Potency, µM (doses to about 46.1 µM), without a hit: at the top dose activation, hits mostly activators | 380,000 compounds, 1.1% hits | AID 624202; also: nearly all actives have a fitted effect of over 80% in size; some results filed as inactive show a strong effect at the top dose
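Activators of BRCA1 expression were detected as increased firefly luciferase luminescence in engineered MCF7 cells after 48 h compound incubation. Signals were scaled to genistein 10 microM as full activation.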
Gal4-VP16 FLuc: inhibits Gal4-VP16 luciferase reporter, ROR gamma counter-screen; Potency, µM (top dose mostly 53.6 µM), for the others: top-dose activity, negative = inhibition, most hits filed as inhibitors; AID 2546; Drosophila S2 Gal4-VP16 UAS-luciferase, luminescence, 20 h; 310,000 compounds, 3.5% hits;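 also: Gal4-VP16 expression switched on by copper sulfate through the metallothionein promoter; % is scaled to controls: 0 for no effect and ±100 for the full control effect; nearly all actives have a fitted effect of over 50% in size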
RORg inh: inhibitors of mouse ROR gamma transcriptional activity; 310,000 compounds, 5.4% hits; Drosophila S2 Gal4-RORgamma UAS-luciferase reporter, 20 h; AID 2551; Potency, µM (top dose mostly 53.6 µM), for inactives: at the top dose activity change, negative = inhibition, actives largely listed as inhibitors; also: % is scaled to controls: 0 for no effect and ±100 for the full control effect; nearly all actives have a fitted effect of over 60% in size
Target sequence (P51450 whole entry, looked up, the tested form may be a part): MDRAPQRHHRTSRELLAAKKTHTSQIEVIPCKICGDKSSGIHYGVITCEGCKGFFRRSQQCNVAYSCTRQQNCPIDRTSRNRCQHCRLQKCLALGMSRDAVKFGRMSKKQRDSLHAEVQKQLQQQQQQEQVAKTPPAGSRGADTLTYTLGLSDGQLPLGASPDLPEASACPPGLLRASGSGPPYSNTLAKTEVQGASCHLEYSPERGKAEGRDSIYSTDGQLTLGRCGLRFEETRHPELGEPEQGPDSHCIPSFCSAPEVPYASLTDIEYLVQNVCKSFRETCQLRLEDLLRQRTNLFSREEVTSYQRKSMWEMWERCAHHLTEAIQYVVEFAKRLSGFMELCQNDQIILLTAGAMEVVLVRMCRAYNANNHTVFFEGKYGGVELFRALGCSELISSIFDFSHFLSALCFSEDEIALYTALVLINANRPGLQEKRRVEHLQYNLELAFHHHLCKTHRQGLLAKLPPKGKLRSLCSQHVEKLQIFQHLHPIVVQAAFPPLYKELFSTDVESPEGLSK
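Using a luciferase readout, inhibitors were identified by reduced reporter activity in Drosophila cells coexpressing a copper-inducible Gal4–ROR gamma fusion and UAS-driven Photinus luciferase, incubated 20 hr after 700 uM copper sulfate.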
Rab9 prom act: activates the Rab9 promoter; AID 485297; 320,000 compounds, 2.8% hits; Potency, µM (titrated, usually from 9.22 µM), without a hit: at the top dose activation, negative = inhibition, most hits filed as activators; Huh7 Rab9 promoter-luciferase reporter, luminescence, 24 h; also: % of control where 0% means no effect; nearly all actives have a fitted effect of over 60% in size
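Cells were plated at 1500 per well in reduced-serum medium with 10% FBS and left 2 h. Compound in DMSO was then added for 24 h at 37 °C. Reporter signal was read by luminescence after 10 min with luciferase detection reagent.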
ELG1 genotoxic: inducers of genotoxicity in HEK293T ELG1-luciferase cells; HEK293T ELG1-luciferase reporter, luminescence, 16 h; 330,000 compounds, 1.3% hits; AID 504466; Potency, µM (top dose mostly 46 µM), without a hit: top-dose activity change, positive = activation, actives largely listed as activators; also: % of control where 0% means no effect; nearly all actives have a fitted effect of over 60% in size
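Luminescence read-out: rising ELG1-luciferase signal, reflecting elevated ELG1 protein under genetic stress, flags genotoxic compounds. Cells were treated for 16 hr at 37 °C before ONE-Glo detection.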
FLuc counter: counter-screen for miR-21 project: firefly luciferase inhibitors or activators; P08659; purified FLuc, Km substrates, luminescence inhibition; Potency, µM (titrated, usually from 57.5 µM), for inactives: top-dose activity change, negative = inhibition, usual class: inhibitors; 360,000 compounds, 6.9% hits;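 also: plate controls were vehicle for no effect and reference inhibitor for full effect; nearly all actives have a fitted effect of over 55% in size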
Target sequence (P08659 whole entry, looked up): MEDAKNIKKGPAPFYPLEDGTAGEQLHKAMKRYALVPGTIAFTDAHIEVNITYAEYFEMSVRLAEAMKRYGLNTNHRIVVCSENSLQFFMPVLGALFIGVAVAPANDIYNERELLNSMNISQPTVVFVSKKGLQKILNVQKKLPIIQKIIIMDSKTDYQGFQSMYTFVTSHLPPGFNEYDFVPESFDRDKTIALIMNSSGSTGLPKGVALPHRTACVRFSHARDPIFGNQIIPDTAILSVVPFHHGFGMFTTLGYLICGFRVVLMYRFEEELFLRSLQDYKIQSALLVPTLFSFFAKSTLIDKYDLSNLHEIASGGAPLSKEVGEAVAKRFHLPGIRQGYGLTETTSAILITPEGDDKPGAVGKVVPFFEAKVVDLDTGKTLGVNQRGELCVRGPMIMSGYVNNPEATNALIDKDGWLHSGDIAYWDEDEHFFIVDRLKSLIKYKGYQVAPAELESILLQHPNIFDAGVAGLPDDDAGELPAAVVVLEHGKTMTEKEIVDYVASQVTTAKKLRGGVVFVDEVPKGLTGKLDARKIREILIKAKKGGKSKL
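Purified P. pyralis luciferase (10nM final) with 10uM D-luciferin and 10uM ATP (Km levels) in 50mM Tris acetate pH 7.5, 10mM Mg acetate, 0.01% Tween-20, 0.05% BSA; qHTS 6-point titration, ~60 µM downward; luminescence read.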
uPA generation: inhibitors of cell surface uPA generation; Potency, µM (series often up to 38.3 µM), for the others: top-dose activity change, negative = inhibition, hits mostly inhibitors; 330,000 compounds, 0.31% hits; cell surface uPA generation assay, qHTS; active = well fitted inhibition curve with a large enough effect; inconclusive = small, poorly fitted or top-dose-only effect; inactive = no such curve, though single readings can be large or run the other way; tested in mouse RAW 264.7 cells; also: % is scaled to controls: 0 for no effect and ±100 for the full control effect; nearly all actives have a fitted effect of over 55% in size
MBNL1-CUG inh: blocks human MBNL1 binding to CUG repeat RNA | Q9NR56 | TR-FRET MBNL1-His/biotin-(CUG)12 binding, 665/545 ratio | Potency, µM (doses to about 57.5 µM), for inactives: top-dose activity change, negative = inhibition, actives largely listed as inhibitors | 280,000 compounds, 0.036% hits | AID 2675; active = well fitted inhibition curve with a large enough effect in the signal ratio, with a control signal flat, not every such curve was filed as active; inconclusive = small, poorly fitted or top-dose-only effect, or effect the other way, or a change in a side signal; inactive = no such curve, though single readings can be large or run the other way; the % refers to the signal ratio; also: % is scaled to controls: 0 for no effect and ±100 for the full control effect
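Inhibition of protein-RNA binding appears as loss of TR-FRET between terbium anti-His antibody on MBNL1-His and streptavidin-XL665 on biotin-(CUG)12. Activity is normalized to buffer-only and uninhibited-complex controls.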
CXXC DNA block: blocks binding of human MLL CXXC domain to DNA; Q03164; MLL-CXXC / FITC-HOXA9 DNA fluorescence polarization; Potency, µM (top dose mostly 115 µM), for inactives: top-dose activity change, negative = inhibition, actives largely listed as inhibitors; 290,000 compounds, 0.037% hits; active = well fitted inhibition curve with a large enough effect in the polarisation, with a control signal flat, not every such curve was filed as active; inconclusive = small, poorly fitted or top-dose-only effect, or effect the other way, or a change in a side signal; inactive = no such curve, though single readings can be large or run the other way; the % refers to the polarisation
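Steps: dispense CXXC domain solution (7 uM) → pin compounds or unlabeled HOX-A9 DNA control → 5 min ambient → add FLSN-HOX-A9 solution (50 nM) → spin → 30 min ambient → fluorescence polarization. Tris pH 7.5/NaCl/DTT/BSA buffer.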
NPC1 prom act: activates the NPC1 promoter | Huh7 NPC1 promoter luciferase reporter, 24 h | Potency, µM (series often up to 9.22 µM), for the others: top-dose activation, most hits filed as activators | 320,000 compounds, 2.4% hits | AID 485313;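 also: % of control where 0% means no effect; nearly all actives have a fitted effect of over 60% in size; reporter is driven by a mutant NPC1 promoter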
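Compounds in DMSO were transferred onto Huh7 NPC1-luciferase reporter cells pre-incubated 2 h; after 24 h at 37 °C, Amplite reagent was dispensed and luminescence recorded 10 min later.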
p53 reactivation: restores transcriptional activity of mutant p53 | AID 504706 | H1299 p53-A138V BP100-luciferase reporter, luminescence, 24 h | 320,000 compounds, 0.063% hits | Potency, µM (highest dose often 92.2 µM), for inactives: at the top dose activity change, positive = activation, most hits filed as activators; also: % of control where 0% means no effect; nearly all actives have a fitted effect of over 45% in size
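H1299 (p53-null), stable ts p53-A138V + BP100-Luc; 1000 cells/well, Opti-MEM/10% FBS; cpd 4 pt, 1:5; 24 h, 37 deg C, 5% CO2; detection reagent 10 min RT; luminescence.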
The depositor's hits bear a star; ? = inconclusive; . = no result given; & = joins results of further samples; [ ] = another dose, or the depositor's remark. Unless noted, calls follow the shape of the dose curve; as a rule, active = well fitted curve in the direction sought with a large enough effect; inconclusive = small, poorly fitted or top-dose-only effect, or another doubt; inactive = no such curve, though single readings can be large; an effect the other way counts as inactive or inconclusive. Potency is read from the fitted curve at half-maximal effect.

Sequence of screens – BRCA1 expr up | Gal4-VP16 FLuc | RORg inh | Rab9 prom act | ELG1 genotoxic | FLuc counter | uPA generation | MBNL1-CUG inh | CXXC DNA block | NPC1 prom act | p53 reactivation
O=c1cc(-c2ccco2)oc2ccc(Cl)cc12
  68% | 13% | -2% | 25% | ? | -6% | 11% | 4% | 6% | 27% | ?
CC(=O)Cc1nnn(-c2cc(C)on2)n1
  . | 5% | -1% | -4% | 2% | -4% | . | -2% | -2% | -9% | 0%
CC(=O)c1ccc(NC(=O)C(C)NCc2ccc(Cl)cc2)cc1 (configuration not stated)
  29% | 6% | 41% | 4% | 1% | 2% | 14% | -3% | 5% | -7% | 0%
CN(CC(=O)Nc1ccc(F)cc1)C(=O)CN1C(=O)NC2(CCCc3ccccc32)C1=O (configuration not stated)
  2% | -6% | -2% | -1%[1.84 µM] | 1% | 3% | 0% | 4% | 8% | -3% | -9%
CCOC(=O)C1(Cc2ccccc2)CCN(C2Cc3ccccc3C2)CC1
  0% | 5% | 7% | 0% | -10% | 0% | -1% | -5% | -1% | -4% | -3%
Cc1cc(-c2ccccc2)nc(=O)[nH]1
  10% | 5% | -5% | 3% | -1% | 1% | -1% | -5% | 1% | -2% | -5%
CCC1Oc2ccc(C)cc2N(CC(=O)N(Cc2cccnc2)Cc2ccc(C)o2)C1=O (configuration not stated)
  -24% | ? | 14µM* | -6% | -10% | 1% | . | 1% | 9% | 1% | 1%
CCc1[nH]nc2c1C(c1ccncc1)C(C#N)=C(N)O2 (configuration not stated)
  3% | -1% | -33% | -10% | -3% | 5% | 1% | 22% | 9% | -2% | -6%
O=c1[nH]nc(-c2cccs2)c2ccccc12
  -34% | 2% | 8% | -4% | 6% | 7% | -6% | 12% | 20% | -6% | -3%
COc1cc(/C=N/NC(=O)/C(=C/c2ccccc2)CCO)ccc1O
  2% | 1% | 13% | 0% | 9% | -19% | -2% | 13% | 2% | 3% | 5%
CCOc1cccc(-c2c(C(=O)N/N=C/c3ccc(C)o3)nnn2-c2nonc2N)c1
  11% | ? | 10µM* | -3% | -1% | -11% | -1% | 9% | 4% | 1% | -5%
O=[N+]([O-])c1ccc(C(O)CN2CCN(c3ccccc3)CC2)cc1 (configuration not stated)
  -10% | 2% | 0% | 0% | -3% | -1% | 3% | 25% | 9% | -7% | 0%
CCOC(=O)C(CC(=O)c1ccccc1)CC(=O)c1ccccc1
  92% | -9% | 4% | 23% | 17% | 13µM* | -18% | -3% | 3% | ? | 23%
CCOC(=O)N1CCC(Nc2c(NCCN3CCN(c4ccccc4F)CC3)c(=O)c2=O)CC1
  -12%&-3% | 1% | 16% | 2% | 1% | 4% | 2%&3% | 6% | -3% | -1% | -2%
Cc1cccc(NC(=O)C2CC(O)CN2C(=O)OCc2ccccc2)c1 (configuration not stated)
  -4% | 6% | 12% | -8% | 0% | 2% | 4% | 4% | 5% | -5% | -12%
Cc1ccc(S(=O)(=O)CC(=O)NC(C)(C)C)cc1
  -13% | -9% | -10% | 1% | 1% | -9% | . | -2% | -10% | -1% | 2%
CCCCn1c(NC(=O)CC)c(C#N)c2nc3ccccc3nc21
  -4% | -17% | 0% | -4% | -2% | -1% | 4% | 5% | 1% | -2% | 2%
CCCCN(CC)Cc1ccc(CNC(=S)Nc2ccccc2F)o1
  -24% | -10% | 0% | 2% | -4% | -2% | 1% | -4% | -12% | -3% | 3%
Cc1ccc(CNC(=O)COC(=O)c2ccc(S(=O)(=O)NCc3ccco3)cc2)cc1
  -9% | . | . | 0% | 0% | -1% | 6% | . | . | 0% | -9%
CCC1=NN(C(=O)c2ccc(C)cc2)C(O)(c2ccc(Br)cc2)C1 (configuration not stated)
  -28% | 13µM* | ? | 0% | 1% | -6% | 8% | -17% | -3% | 0% | 8%
CC(C)C1CC(CCNCc2ccc3c(c2)OCO3)(c2ccccc2)CCO1 (configuration not stated)
  -77% | -4% | 14% | -12% | -8% | -2% | -5% | 1% | 7% | -2% | 7%
COCCSc1ccccc1C(=O)Nc1nccs1
  1% | 5% | -6% | 1% | 2% | -15% | -1% | -12% | -8% | 0% | -4%
CC(=O)Nc1ccc(NC(=O)CSc2nnc3ccc(-c4ccccn4)nn23)cc1
  5% | . | . | -6% | 0% | -1% | 3% | . | . | 2% | 7%
O=C(Nc1cccc(N2C(=O)C=CC2=O)c1)c1cccs1
  . | . | . | 15% | -5% | ? | . | . | . | 0% | -13%
O=C1CC(c2cccc(F)c2)SC(N(c2ccccc2)c2ccccc2)=N1 (configuration not stated)
  -40% | -7% | ? | 4% | 1% | 2% | . | 1% | -7% | 2% | -3%
N#CCC(=O)Nc1ncc(Cc2ccccc2Cl)s1
  -4% | ? | 13µM* | 4% | -4% | -4% | -2% | -5% | -6% | -8% | 4%
COc1cc2c(c(O)c1OC)-c1c(cc(OC)c(OC)c1O)[C@@H](OC(=O)c1ccccc1)[C@@](C)(O)[C@@H](C)[C@@H]2OC(C)=O
  . | 2% | 8% | -10% | 1% | 1% | . | -3% | 11% | 2% | -1%
Cc1c(Br)cnn1C(C)C(=O)N1CCN(c2ccccc2F)CC1 (configuration not stated)
  -4% | . | . | -1% | -3% | . | -3% | . | . | 0% | -6%
O=C(COC(=O)Cc1ccc(Br)cc1)NCC1CCCCC1
  3% | -7% | 1% | -6% | 0% | -7% | -2% | -8% | 0% | -2% | 5%
CN1CCc2c(c3ccccc3n2C)C1
  0% | 0% | -30% | 2% | -5% | 0% | 5% | 6% | 1% | 1% | 0%

(further entries)
Sequence of screens – BRCA1 expr up | Gal4-VP16 FLuc | RORg inh | Rab9 prom act | ELG1 genotoxic | FLuc counter | uPA generation | MBNL1-CUG inh | CXXC DNA block | NPC1 prom act | p53 reactivation
CC(=O)N(Cc1c(C#N)c2ccccc2n1C)c1ccccc1
  -15% | 2% | -21% | 0% | 1% | 4% | 3% | ? | -1% | -3% | -7%
O=C(N/N=C/c1cc2ccccc2nc1Cl)/C(=C/c1cccs1)NC(=O)c1ccccc1
  -33% | -5% | 7% | 1% | -3% | 3% | 0% | ? | 28% | -4% | -3%
CC(=O)Nc1ccc(NC(=O)CCn2nnc3ccccc32)cc1
  3% | -8% | -4% | 2% | 1% | -3% | 2% | 12% | 0% | -6% | -5%
COc1ccccc1C1CCCN1Cc1nc(-c2ccc(C)s2)oc1C (configuration not stated)
  0% | -6% | ? | -7% | -10% | 2% | 0% | 9% | 7% | -1% | 5%
Cc1cccc([C@H]2[C@@H]3C=CCC[C@@H]3C(=O)N2Cc2ccccc2)c1
  13% | -4% | 20% | . | 0% | . | 5% | . | . | . | 0%
CN(CCCN1CCOCC1)Cc1nc(-c2ccccc2)no1
  14% | -3% | 1% | 2% | -1% | 4% | -19% | -5% | 3% | -1% | 0%
COCCCNC(=O)c1ccc(N(C)S(C)(=O)=O)cc1
  15% | 11% | 2% | -2% | 2% | -5% | -5% | 5% | -4% | 0% | 3%
COc1ccc(C2C3CCCCC3(O)CCN2C(=O)c2cccs2)cc1 (configuration not stated)
  -7% | 2% | 16%[10 µM] | 1% | 1% | 4% | -9% | 0% | -1% | 0% | -2%
CC(=O)c1ccc(S(=O)(=O)Nc2cc3c(cc2C(C)=O)OCO3)cc1
  -8% | -19% | 13% | -3% | -1% | 3% | -2% | 5% | 0% | -3% | -1%
Cc1cc(C)n2nc(S(=O)(=O)NC(C)(C)C)nc2n1
  21% | -2% | -16% | -3% | 3% | -1% | -2% | 4% | 6% | -1% | -2%
CC(C)n1ncc2c(C(=O)NCCc3ccc(S(N)(=O)=O)cc3)cc(C3CC3)nc21
  -23% | . | . | 2% | 3% | -1% | -6% | . | . | 0% | -7%
Nc1nonc1-n1nnc(C(=O)N/N=C/c2cccc(Cl)c2)c1CSc1ccccc1
  -27% | 2% | -24% | -1% | -5% | -12% | -4% | 7% | 2% | -4% | -6%
CCS(=O)(=O)c1nc(S(=O)(=O)c2ccc(Cl)cc2)c(NCCCN2CCCC2=O)s1
  0% | -4% | -11% | 3% | 2% | 4% | -4% | -4% | 2% | 1% | -3%
CCN(CC)c1ccc(N2C(=O)/C(=C\c3cccs3)SC2=S)cc1
  0% | 9% | 24% | -5% | -1% | -1% | 0% | 0% | 1% | 0% | 1%
COc1ccc(CCN(C)C(=O)c2c(C)nn(CC(C)C)c2Cl)cc1OC
  -12% | 0% | 9% | 4% | 8% | -2% | -3% | 12% | 6% | 0% | 6%

Only part of the results is shown. The share of hits here may be higher or lower than overall.
